KAT2A inh: qHTS Assay for Inhibitors of GCN5L2; AID 504327, 2011; GCN5L2 HAT assay, ThioGlo1 CoA-SH fluorescence; 0.21% of 390,000 active; Histone acetyltransferase KAT2A (Homo sapiens), Q92830; Potency, µM (series often up to 58.9 µM), for inactives: top-dose activity change, negative = inhibition, most hits filed as inhibitors
Target sequence (Q92830 whole entry, looked up): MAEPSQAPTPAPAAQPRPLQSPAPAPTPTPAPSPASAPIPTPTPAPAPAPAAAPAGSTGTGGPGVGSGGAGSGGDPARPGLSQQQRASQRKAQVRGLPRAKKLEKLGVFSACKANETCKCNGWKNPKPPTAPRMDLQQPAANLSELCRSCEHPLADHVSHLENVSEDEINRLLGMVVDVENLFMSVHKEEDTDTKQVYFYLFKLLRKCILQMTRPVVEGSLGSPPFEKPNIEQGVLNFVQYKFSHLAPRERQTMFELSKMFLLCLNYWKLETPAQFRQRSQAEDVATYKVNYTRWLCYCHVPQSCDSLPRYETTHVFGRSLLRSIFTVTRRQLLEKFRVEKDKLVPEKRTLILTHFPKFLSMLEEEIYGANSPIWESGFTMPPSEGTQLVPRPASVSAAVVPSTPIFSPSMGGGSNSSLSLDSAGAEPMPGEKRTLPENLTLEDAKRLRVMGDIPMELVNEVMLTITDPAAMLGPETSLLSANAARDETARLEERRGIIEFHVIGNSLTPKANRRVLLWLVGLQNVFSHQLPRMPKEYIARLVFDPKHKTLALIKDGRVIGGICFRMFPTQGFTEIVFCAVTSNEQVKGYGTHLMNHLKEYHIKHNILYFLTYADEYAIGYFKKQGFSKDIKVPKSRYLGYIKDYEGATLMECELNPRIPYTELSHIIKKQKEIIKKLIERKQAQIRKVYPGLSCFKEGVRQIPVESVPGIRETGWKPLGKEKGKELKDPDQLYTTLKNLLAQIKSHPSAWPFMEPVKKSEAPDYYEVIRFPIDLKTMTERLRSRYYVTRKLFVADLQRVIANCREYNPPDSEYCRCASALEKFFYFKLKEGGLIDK
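qHTS, 1536-well. 20nM enzyme, pH 7.5 HEPES/EDTA/Tween-20 buffer; 15 min compound preinc., RT. Start: 75uM H3(1-25), 70uM AcCoA, 50uM ThioGlo1. Read Ex340/Em540 at t=0 (autofluorescence flag) and t=20 min.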
FEN1 inhibitor: qHTS Assay for the Inhibitors of Human Flap endonuclease 1 (FEN1); Potency, µM (top dose mostly 114 µM), for the others: top-dose activity change, negative = inhibition, usual class: inhibitors; P39748; 0.35% of 390,000 active; Recombinant FEN1 flap cleavage, fluorescence, 15 min; also: nearly all actives have a fitted effect of over 65% in size
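FEN1 at 10 nM, compound pretreatment for 15 min (room temperature), 50 nM final substrate to initiate; endpoint reads at 0 and 15 min; DMSO-only plates used as vehicle background.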
TDP1 cell CPT: qHTS for Inhibitors of human tyrosyl-DNA phosphodiesterase 1 (TDP1): qHTS in cells in presence of CPT | AID 686979, 2013 | Potency, µM (top dose mostly 46.2 µM), without a hit: at the highest dose activity change, negative = growth inhibition, most hits filed as inhibitors | 12% of 420,000 active | chicken DT40 Tdp1-/-;hTDP1 cells + 20 nM CPT, ATP luminescence, 48 h; also: nearly all actives have a fitted effect of over 55% in size
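Chicken DT40 Tdp1-/- cells complemented with human TDP1, 400 cells/well, exposed to compounds plus 20 nM camptothecin for at least 48 h at 37 C; viability read as ATP content by CellTiter-Glo luminescence.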
* = called active by the depositor; ? = inconclusive; . = not tested or not shown; [ ] = remark or other dose. Calls follow the shape of the dose curve; as a rule, active = well fitted curve in the direction sought with a large enough effect; inconclusive = small, poorly fitted or top-dose-only effect, or another doubt; inactive = no such curve, though single readings can be large; an effect the other way counts as inactive or inconclusive. % is scaled to controls: 0 for no effect and ±100 for the full control effect; potency is read from the fitted curve at half-maximal effect. An excerpt, so the mix of outcomes need not match the whole.

canonical_smiles,KAT2A inh,FEN1 inhibitor,TDP1 cell CPT
CCOC(=O)/C=C1\SCC(=O)N1CC(=O)NC(C)c1ccccc1 (stereo unspecified),2%,3%,4%
COc1ccc(C2CC(c3cccs3)=NN2S(C)(=O)=O)cc1 (stereo unspecified),-1%,-5%,1%
CCOc1ccc(N2C(=O)C(c3ccccc3)=C(c3nc4ccccc4s3)C2NC(C)=O)cc1 (stereo unspecified),-13%,5%,?
CC(=O)Nc1cc(C(=O)NCc2ccco2)ccc1Sc1ccc(Cl)cc1,2%,6%,?
CC1Cc2ccccc2N1C(=O)CSc1nnc2n1C(C)(C)Cc1ccccc1-2 (stereo unspecified),-6%,-3%,21µM*
N#Cc1cccc(NC(=O)CSc2sc3c(O)cc(=O)[nH]c3c2C#N)c1,-16%,?,3%
COc1ccccc1-c1ccc2ncnc(NC3CC3)c2c1,-12%,.,?
COc1ccccc1CNC(=S)Nc1cc(C)ccc1C,2%,-2%,-27%
CN1CCCN(Cc2ccc(Cl)cc2Cl)CC1,-5%,13%,-26%
O=C(c1ccccc1)N1CCc2ccccc21,0%,7%,0%
Clc1ccccc1-c1nccc(NCc2ccccc2)n1,-16%,.,?
C=CC[C@@H](CC(=O)N[C@@H](CO)Cc1ccccc1)C(=O)N[C@@H](COC(=O)[C@@H](CC=C)Cc1ccc(F)cc1)Cc1ccccc1,-2%,18%,-19%
CC(C)(C)c1ccc(C(=O)N2CCC(NC(=O)c3ccccc3)CC2)cc1,-14%,-4%,15µM*
CCN1CCN(CCNC(=O)c2ccc(CS(=O)c3ccc(Cl)cc3)o2)CC1 (stereo unspecified),-3%,21%,-5%
Cc1nnc(SCc2ccccc2CSc2nnc(C)s2)s1,-4%,8%,-28%
Fc1ccc(-c2csc(-c3nc(-c4ccc(Br)s4)cs3)n2)cc1,-6%,-7%,10%
COc1nc(-c2cnccn2)sc1C,-5%,-11%,9%
CC(C)(C)OC(=O)N(Cc1ccccc1)Cc1ccc(OCc2cccc(NC(=O)c3ccccc3)c2)cc1,.,-17%,?
Cc1nnc(NC(=O)CCSCCC(=O)Nc2nnc(C)s2)s1,0%,-23%,-11%
COc1ccc(C(=O)NCC2(N3CCCCC3)CCCCC2)cc1S(=O)(=O)N(C)C,-6%,10%,3%
O=C(CCCc1nc(-c2ccccc2)no1)NC1CCCC1,-4%,-1%,-20%
Cc1onc(-c2ccccc2)c1C(=O)OCC(=O)Nc1ccc(Cl)cc1,-18%,-4%,?
CCOc1cc(NC(=O)c2cccs2)c(OCC)cc1NC(=O)c1ccccn1,-3%,9%,?
CCCCCCC(=O)Nc1nnc(CC)s1,-4%,7%,11%
O=C1CSC(c2ccncc2)N1Cc1ccc(F)cc1 (stereo unspecified),1%,8%,-22%
Cc1c(S(=O)(=O)c2ccccn2)c(N)n(Cc2cccc(Cl)c2)c1C,-1%,-1%,?
O=C(CNC(=O)c1ccc(C(F)(F)F)cc1)NC1CC1,2%,-3%,-10%
COc1ccccc1CNC(=O)c1ccc2[nH]c(C)c(C)c2c1,-2%,12%,9%
CCc1noc(C)c1C(=O)Nc1nnc(C(CC)CC)s1,4%,-1%,-3%
CC(C)(C)NC(=O)NC(=O)COC(=O)CNC(=O)c1cc(Cl)cc([N+](=O)[O-])c1,-2%,22%,-18%
COc1ccc(NC(=O)CN(C)C(=O)CSc2nc3ccccc3s2)cc1,6%,8%,5%
COc1cccc(/C=N/NC(=O)c2ccncc2)c1OC(=O)c1ccc(Br)cc1,-9%,-13%,?
COc1ccc(NC(=O)Nc2nnc(C)s2)cc1,-14%,-5%,9%
Cc1cccc2c1cnn2C(=O)Nc1ccc(Br)cc1F,-2%,-6%,-1%
CCN(CCn1cccn1)Cc1nc(-c2ccc(OC)cc2)no1,2%,16%,?
CCn1c(-c2ccc(C)cc2)n[nH]c1=S,-3%,-3%,21µM*
Cc1ccc(CSCC(=O)NCCCN2CCOCC2)cc1,-10%,22%,-12%
Cc1ccc(Nc2cc(C)nc3c(C)ccc([N+](=O)[O-])c23)cc1,-6%,-6%,?
CCOc1ccc(OCC(=O)OCC(=O)N2CCN(S(=O)(=O)c3ccc(C)cc3C)CC2)cc1,.,-6%,-11%
CC(NC(=O)c1ccccc1NC(=O)CN1CCN(c2ccccc2O)CC1)c1ccccc1 (stereo unspecified),-1%,-11%,?
COC(=O)c1ccc(NC(=O)c2c(Br)cnn2C)cc1,-5%,1%,?
CCCCc1ccc(S(=O)(=O)NCCc2ccncc2)cc1,0%,-3%,23µM*
O=C(Nc1ccccc1)OCc1cc(-c2ccc(Cl)cc2)on1,-5%,4%,?
O=C(c1cccc(NS(=O)(=O)c2ccccc2)c1)N1CCCCC1,-7%,3%,-1%
Clc1ccc(-n2nnnc2CN2CCOCC2)cc1,-5%,-2%,11%
COc1ccc(NC(=O)/C(C#N)=C\c2ccc(-c3cc(C(=O)O)ccc3C)o2)cc1,-10%,-11%,-25%
Cc1ccc(SC(C)C(=O)Nc2cccc(N(C)S(C)(=O)=O)c2)cc1 (stereo unspecified),-2%,7%,?
Cc1ccc(S(=O)(=O)CCC(=O)Nc2nnc(CC(C)C)s2)cc1,-26%,-1%,21µM*
CC(OC(=O)c1ccc(O)cc1)C(=O)Nc1cc(C(F)(F)F)ccc1Cl (stereo unspecified),-9%,-3%,?
O=[N+]([O-])c1cccc(C(=Nc2cccc(Cl)c2)NO)c1,-7%,2%,?
COc1cccc(N(C(=O)CNC(=O)c2ccco2)C(C(=O)NC2CCCC2)c2cccnc2)c1 (stereo unspecified),-2%,0%,1%
Cc1ccc(-n2c(CNc3cccc(Cl)c3)n[nH]c2=S)cc1,-12%,-6%,3%
O=S(=O)(NCc1ccc2c(c1)OCO2)c1cccc2cccnc12,3%,8%,3%
COc1ccc(COC(=O)c2ccc(Br)c(S(=O)(=O)N3CCOCC3)c2)cc1F,-19%,1%,?
CC1CCCCN1C(=O)Cn1c(=O)oc2cc(S(=O)(=O)N3CCCC3)ccc21 (stereo unspecified),-7%,2%,-3%
CCOc1ccc(CNC(=O)Cn2nc(C)c3nn(-c4ccc(Cl)cc4)c(C)c3c2=O)cc1OC,-4%,4%,?
CCOC(=O)c1c(S(=O)(=O)N2CCCCC2C)c(C)n(C)c1C (stereo unspecified),-18%,13%,?
C=CCc1cccc2cc(C(=O)NCCc3c(C)[nH]c4c(C)cccc34)c(=O)oc12,0%,-6%,.
CC1CCCC(C)N1/N=C/c1ccc(C#N)cc1 (stereo unspecified),1%,11%,-6%
CCOCCOCN(C#N)c1nc(OC)nc(N(C)C)n1,-1%,-8%,10%

The listing continues:
canonical_smiles,KAT2A inh,FEN1 inhibitor,TDP1 cell CPT
Cc1cc(OCC(=O)Nc2ccncc2)ccc1Cl,-7%,-1%,?
Cc1ccc(-c2nc(C3CCN(S(C)(=O)=O)CC3)no2)cc1,-6%,-2%,-27%
CCS(=O)(=O)c1nc(S(=O)(=O)c2ccc(Cl)cc2)c(N2CCN(CCO)CC2)s1,0%,-9%,-12%
O=C(NNC1=C(C(=O)C(F)(F)F)CCC1)c1ccc(Br)cc1,2%,12%,?
COc1ccc(-n2cnnc2SCC(=O)Nc2nc(C)c(Cl)cc2Cl)cc1,-3%,-2%,-22%
O=C(COC(=O)CCS(=O)(=O)c1ccccc1)Nc1ccccc1,-4%,21%,-30%
Cc1ccc2c(c1)cc1c(=O)n(CC(=O)NC(C)CCc3ccccc3)nc(C)n12 (stereo unspecified),-4%,20%,-7%
COc1ccc(NC(=O)c2sc(N3CCOCC3)nc2-c2ccccc2)c(OC)c1,1%,7%,?
O=C(C1=C[C@H](c2ccccc2)C[C@H](OCc2ccc(CO)cc2)O1)N1CCOCC1,3%,-3%,5%
CCc1ccccc1NC(=S)N(CCN1CCCCC1)Cc1ccco1,-5%,0%,2%
COc1cc(-c2noc(-c3cc(C(C)C)[nH]n3)n2)cc(OC)c1OC,-6%,1%,?
CCOC(=O)Cc1ccc(NS(=O)(=O)c2ccc(SC)cc2)cc1,-9%,-15%,?

Shown as labelled records: entries from further up.
Cc1ccc(-n2c(CNc3cccc(Cl)c3)n[nH]c2=S)cc1
  KAT2A inh: -12% | FEN1 inhibitor: -6% | TDP1 cell CPT: 3%
O=S(=O)(NCc1ccc2c(c1)OCO2)c1cccc2cccnc12
  KAT2A inh: 3% | FEN1 inhibitor: 8% | TDP1 cell CPT: 3%
COc1ccc(COC(=O)c2ccc(Br)c(S(=O)(=O)N3CCOCC3)c2)cc1F
  KAT2A inh: -19% | FEN1 inhibitor: 1% | TDP1 cell CPT: ?
CC1CCCCN1C(=O)Cn1c(=O)oc2cc(S(=O)(=O)N3CCCC3)ccc21 (stereo unspecified)
  KAT2A inh: -7% | FEN1 inhibitor: 2% | TDP1 cell CPT: -3%

More compounds follow:
canonical_smiles,KAT2A inh,FEN1 inhibitor,TDP1 cell CPT
CC(C)NC(=O)C1CCN(C2CCN(Cc3cn[nH]c3-c3ccccc3)CC2)CC1,2%,-6%,13%
COC(=O)C(C(=O)OC)[C@@H]1C=C[C@H](C[N+](=O)[O-])N(C(C)=O)C1,.,-17%,7%
O=c1oc(=O)c2ccccc2c2ccccc12,.,-3%,9%
CC(C)(C)c1ccc(CCC(CC(=O)O)CC(=O)O)cc1,14%,-2%,8%
Cc1ccc(NC(=O)C2CCC(CNS(=O)(=O)c3ccc4c(c3)C(C)(C)C(=O)N4C)CC2)cc1 (stereo unspecified),-7%,-14%,0%
Cc1noc(C)c1COc1ccc(C(=O)NNC(=O)c2ccccc2F)cc1,2%,1%,2.3µM*
Cc1ccc(-c2nc(N/N=C/c3ccncc3)c3ccccc3n2)cc1,5%[0.501 µM],-1%,21µM*
C=CCN1C(=O)C(C(C)CC)NC1=S (stereo unspecified),12%,0%,2%
O=C(NC1CCCCC1)C(c1ccc(F)cc1)N(Cc1ccco1)C(=O)CN1C(=O)c2ccccc2S1(=O)=O (stereo unspecified),4%,-1%,?
O=C(COC(=O)C1=NNC(=O)CC1)NCCc1ccccc1,0%,-7%,-12%
CCOC(=O)Cn1c(-c2ccccc2)nc2ccccc2c1=O,-3%,-20%,-11%
COc1ccc(-c2cc(C(F)(F)F)n3nc(N)nc3n2)cc1,-5%,-7%,-1%

Reformatted with values under each structure: part of the list above.
Values run as follows: KAT2A inh	FEN1 inhibitor	TDP1 cell CPT
- CCOC(=O)Cn1c(-c2ccccc2)nc2ccccc2c1=O
  -3%	-20%	-11%
- O=C(COC(=O)C1=NNC(=O)CC1)NCCc1ccccc1
  0%	-7%	-12%
- COc1ccc(-c2cc(C(F)(F)F)n3nc(N)nc3n2)cc1
  -5%	-7%	-1%
- CC(C)NC(=O)C1CCN(C2CCN(Cc3cn[nH]c3-c3ccccc3)CC2)CC1
  2%	-6%	13%

Next results
canonical_smiles,KAT2A inh,FEN1 inhibitor,TDP1 cell CPT
O=C(Nc1ccccc1-c1nc2ccccc2s1)C1=COCCO1,?,7%,?
Cc1ccc(N2CC(C(=O)Nc3cc(C)on3)CC2=O)c(C)c1 (stereo unspecified),-4%,-1%,-15%
Cc1ccccc1-n1c(=O)cc(N2CC(C)OC(C)C2)[nH]c1=O (stereo unspecified),-6%,9%,-18%
CCN(CC(=O)Nc1sc2c(c1C#N)CCCC2)Cc1nc2ccccc2c(=O)[nH]1,-8%,-10%,1%
C=CCc1cccc(/C=N/NC(=O)C[n+]2ccccc2)c1O,0%,-2%,?
COC(=O)c1ccc(=O)n(CC(=O)c2ccc(Cl)cc2)c1,6%,1%,-1%
Cc1cc(NS(=O)(=O)c2ccc(NC(=O)/C=C/c3ccccc3)cc2)nc(C)n1,-5%,9%,11%
O=C(Cn1ccc([N+](=O)[O-])n1)N1CCCCCC1,1%,16%,-23%
CC1Cc2ccccc2N1C(=O)Cn1nnc(-c2ccccc2NC(=O)C2CCC2)n1 (stereo unspecified),-6%,-5%,?
COc1ccc(CNc2ccc3c(c2)nc(C)n3C)cc1,-1%,-6%,-12%
CC(=O)NCCCN(Cc1ccc(Cl)c(Cl)c1)c1ccc(Br)cn1,.,?,?
Cc1cccnc1NC(=O)C12CCC(C)(C(=O)O1)C2(C)C (stereo unspecified),-6%,11%,-12%
C=C(C)Cn1c(=O)c(NC(=O)c2ccccc2)c2n(c1=S)CCC2,2%,4%,-5%
CCCCN(Cc1ccco1)S(=O)(=O)c1ccc(-c2ccc(=O)[nH]n2)s1,-15%,16%,?
Cc1cccc(NC(=O)c2cc(S(=O)(=O)N3CCCCCC3)cn2C)c1C,-6%,-11%,?
COc1cc(/C=N/Nc2ccccn2)ccc1OCC(C)C,-4%,-1%,?
